SENP8 block-1 = SENP8 (human) protease inhibition | inhibition, % at 20 µM | actives 0.64% (n = 360,000) | Q96LD8 | AID 602440 | recombinant SENP8, Nedd8 substrate fluorescence; in the data active means inhibition mostly above about 40%, no sharp cut-off; inactive means mostly below about 27%
SENP1 inh = inhibitors of human SENP1 SUMO protease catalytic domain; actives 0.21% (n = 360,000); inhibition, % at 10 µM; recombinant SENP1 catalytic domain, CyPet-SUMO1-YPet FRET cleavage; Q9P0U3; AID 624204;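 active means inhibition at least 30% at 10 µM, raw YFP signal under a set limit, fluorescence ratio 0.5 to 1.5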;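 further: 0% = enzyme with DMSO and 100% = no enzyme wells; some results filed as inactive read as strong as hits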
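Material – human SENP1 catalytic domain · Input – SENP1 enzyme, 20 pM final · Compound dosing – single concentration of 10 µM compound, 0.5% DMSO final · Timing – enzyme reaction for 50 min at room temperature, dark · Measured by – FRET fluorescence in CFP and YFP emission channels · Control set – no-enzyme wells low, DMSO-plus-enzyme wells high control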
SENP8 block-2 = inhibitors of human SENP8 protease | purified SENP8, Z-RLRGG-aminoluciferin cleavage, luminescence | inhibition, % at 10 µM | actives 1.2% (n = 330,000) | AID 2540; in the data active means inhibition above about 50%
UBC13 polyUb = human UBC13 polyubiquitination inhibition. P61088. UBC13 polyubiquitin chain formation, TR-FRET. inhibition, % at 20 µM. actives 0.47% (n = 330,000). AID 485273; in the data active means inhibition above about 45%, passing the limit was not always enough
HKDC1 inhibitor = inhibitors of human hexokinase HKDC1; actives 0.16% (n = 340,000); recombinant HKDC1, G6PDH/diaphorase resazurin coupled fluorescence; inhibition, % at 20 µM; Q2TB90; AID 493160;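 active means inhibition above about 35% when tested at 20 µM, limit read from the data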;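 further: plate controls were DMSO wells with enzyme for no effect and DMSO wells lacking enzyme for full effect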
Target sequence (Q2TB90 whole entry, looked up): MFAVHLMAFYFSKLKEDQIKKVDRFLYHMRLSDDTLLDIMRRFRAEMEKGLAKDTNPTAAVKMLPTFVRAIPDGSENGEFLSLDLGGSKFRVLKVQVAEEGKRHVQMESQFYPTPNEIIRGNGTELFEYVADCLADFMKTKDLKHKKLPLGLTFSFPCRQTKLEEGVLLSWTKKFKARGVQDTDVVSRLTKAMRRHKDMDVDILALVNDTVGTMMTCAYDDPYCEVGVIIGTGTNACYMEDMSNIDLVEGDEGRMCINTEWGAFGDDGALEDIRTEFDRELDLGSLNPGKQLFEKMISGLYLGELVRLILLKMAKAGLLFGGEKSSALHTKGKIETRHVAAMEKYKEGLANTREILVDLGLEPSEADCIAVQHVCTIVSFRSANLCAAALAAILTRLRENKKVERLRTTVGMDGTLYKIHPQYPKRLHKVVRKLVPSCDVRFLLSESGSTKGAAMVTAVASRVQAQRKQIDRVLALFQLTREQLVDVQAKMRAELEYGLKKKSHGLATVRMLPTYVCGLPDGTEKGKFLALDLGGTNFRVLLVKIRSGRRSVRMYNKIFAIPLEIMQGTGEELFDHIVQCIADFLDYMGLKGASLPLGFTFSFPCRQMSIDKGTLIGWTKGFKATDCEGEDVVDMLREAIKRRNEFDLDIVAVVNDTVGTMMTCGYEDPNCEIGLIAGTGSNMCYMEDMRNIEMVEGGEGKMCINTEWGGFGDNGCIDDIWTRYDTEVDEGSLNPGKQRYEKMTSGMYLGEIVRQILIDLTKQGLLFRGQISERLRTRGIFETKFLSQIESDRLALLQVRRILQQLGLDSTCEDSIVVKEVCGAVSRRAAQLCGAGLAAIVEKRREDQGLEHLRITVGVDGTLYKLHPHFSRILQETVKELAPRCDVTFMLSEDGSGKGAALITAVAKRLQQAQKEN
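Assay system – recombinant HKDC1 (HK5) hexokinase enzyme, produced in-house · Input – HKDC1 at 5 µg/mL · Reagent – glucose plus 1 mM ATP as hexokinase substrates · Timing – 90 min reaction incubation at room temperature, dark · Measured by – G6PDH/diaphorase-coupled fluorescence, 1 mM NADP, 100 µM resazurin, 525/613 nm · Benchmarks – DMSO-enzyme wells negative, buffer-substituted wells positive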
beta cell repl = inducers of beta-cell replication in MIN6 cells | MIN6 cells proliferation, ATPlite luminescence, 48 h; cells starved in 0.2% serum; 100% = growth in 10% serum | proliferation, % at 10 µM | actives 0.29% (n = 330,000) | AID 2380;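 active means compounds whose signal lies at least 3.5 SD above the mean of all wells on their plate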;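 further: 0% = DMSO-treated cells in low-serum medium and 100% = 10% serum control; some compounds called inactive have numbers as strong as hits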
PfGluPho inh = PfG6PD (Plasmodium falciparum) enzyme inhibition; PfGluPho enzyme, NADPH resazurin-diaphorase fluorescence; actives 0.78% (n = 350,000); inhibition, % at 20 µM;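 active means inhibition reaching at least a set limit at 20 µM in the primary screen, cut at about 59% in these data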;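 further: 0% = DMSO wells with substrate and 100% = DMSO wells lacking glucose-6-phosphate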
SENP7 inh = inhibitors of human SENP7 protease. recombinant SENP7, Z-RLRGG-aminoluciferin luminescence, 40 min. inhibition, % at 5 µM. actives 1.5% (n = 330,000);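 active means inhibition above about 50% at the single test dose, limit read from the data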;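 further: plate controls were DMSO with enzyme for no effect and no enzyme buffer wells for full effect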
SENP6 inh = SENP6 protease inhibition; Q9GZR1; Recombinant SENP6 catalytic domain, aminoluciferin luminescence; inhibition, % at 10 µM; actives 1.8% (n = 330,000);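 active means inhibition above about 50% at the single tested dose, limit read from the data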;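 further: plate controls were DMSO wells with enzyme for no effect and DMSO wells lacking enzyme for full effect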
* hit, by the source's call; · = not tested or not shown.

SMILES	SENP8 block-1	SENP1 inh	SENP8 block-2	UBC13 polyUb	HKDC1 inhibitor	beta cell repl	PfGluPho inh	SENP7 inh	SENP6 inh
CCN(CC)C(=O)[C@H]1CC(CC(=O)NCCCN(C)C)C(=O)N2CCc3c([nH]c4ccccc34)[C@]12C (stereo not given in full)	6	-2	2	12	-3	2	5	6	-30
CCCCC(C(=O)O)C(C)CC(=O)Nc1cccc(C(=O)O)c1 (stereo not given)	15	1	4	-5	2	-3	2	-1	15
COc1ccc(C(=O)Nc2nnc(CCS(=O)(=O)c3ccc(C)cc3)s2)cc1	12	-2	2	4	-1	-5	6	0	-6
COc1cc(NC(=O)COC(=O)C=C(C)C)c(C)cc1[N+](=O)[O-]	17	1	-1	3	3	5	22	5	9
O=C(NNS(=O)(=O)c1ccccc1[N+](=O)[O-])c1cccc(Br)c1	16	1	-12	0	-5	-2	6	-5	5
Cc1cccn2c(=O)c3cc(C#N)c(=O)n(Cc4cccnc4)c3nc12	-246	-21	·	·	-1	·	-11	·	·
CCn1cc(CN2CCCC(C(=O)c3ccc(-c4ccccc4)cc3)C2)cn1 (stereo not given)	10	0	0	14	-6	-3	18	6	-15
O=C(C[n+]1ccccc1)N/N=C/c1ccc(Br)cc1	12	2	-5	-1	-9	2	-12	-7	-4
O=C(NCCN1CCOCC1)c1cc2cc(Br)ccc2oc1=O	-2	-1	-1	-15	-4	-1	-2	-6	-7
CCn1nc(C)c(CNC(=O)CCc2nnc(Cc3c[nH]c4ccccc34)o2)c1C	-4	-1	4	-2	-8	1	6	1	5
Cc1ccc([N+](=O)[O-])cc1S(=O)(=O)Nc1cccc(-c2ccc(N3CCCC3)nn2)c1	13	3	83*	-11	4	-4	15	16	90*
COC(=O)c1ccc(COc2ccc(/C=N/NC(=O)C(=O)Nc3ccc(OC)cc3)cc2OC)o1	-27	0	6	-5	-2	1	-2	-1	0
CC(C)(C)NS(=O)(=O)c1ccc(NS(=O)(=O)c2ccc(F)cc2)cc1	7	1	-6	-9	4	0	-29	-8	-1
CCCN(CC(=O)Nc1ccccc1C)C(=O)c1cn2ccccc2n1	-5	3	1	1	0	-6	-10	6	-2
COc1ccc(Br)cc1/C=C/C(=O)Nc1ccc2ccccc2c1	4	4	-12	-14	-14	-4	14	-4	-18
O=C(O)c1ccc2c(=O)n3c(nc2c1)/C(=C/c1cccc(Cl)c1Cl)CC3	-296	-3	7	1	-13	-2	-24	-3	18
CCOC(=O)c1ccc(NC(=O)CSc2nnc(CNc3ccc(C)cc3)n2C)cc1	23	3	-7	5	2	-2	22	10	-10
COc1cccc(CN2C(=O)CCC2(C)C(=O)NC2CCCCCC2)c1 (stereo not given)	10	4	-11	-6	-7	-2	-31	-4	-17
O=C(O)/C=C/c1ccccc1[N+](=O)[O-]	12	0	-7	-4	-7	-2	2	-6	-26
CCN1C(=O)[C@@H]2[C@H](C1=O)[C@@H]1C(=O)Nc3ccccc3C(=O)N1[C@@H]2c1ccccc1	-53	1	-6	-16	0	-3	4	8	-13
CCOc1ccc2nc(NC(=O)C3CCN(C(=O)c4ccco4)CC3)sc2c1	2	4	10	4	-4	0	12	-2	-14
Clc1cccc(Oc2cnc3ccccc3n2)c1	4	3	-12	13	-2	7	0	-5	3
CC(C)Cc1cc(C(=O)N2CCC(N3CCC(C(=O)NC4CC4)CC3)CC2)n[nH]1	9	-1	-5	0	-7	-2	-8	2	-3
Cc1cc([N+](=O)[O-])ccc1NCc1ccccc1	20	-1	-3	-3	2	0	-4	-1	-15
CC1CCN(C(=O)CSc2ccc(-c3cccc([N+](=O)[O-])c3)nn2)CC1	18	0	-13	-11	-4	-3	6	-13	3
CC(C)(C)C(=O)NC1CC2CCCC(C1)N2C(=O)Nc1ccccc1Cl (stereo not given)	7	1	2	-6	0	-1	0	6	1
COc1ccc(/C=C2\N=C(SC)NC2=O)cc1	5	-73	-20	-19	-6	0	-8	-6	-2
COc1nnc(-c2ccc(C)c(S(=O)(=O)NCCO)c2)c2ccccc12	35	1	1	6	-3	2	-6	7	4
Cc1cccc(NC(=O)NCCN2CCCCC2)c1	9	-1	1	2	3	0	-11	-4	9
O=C(c1ccc(N2CCOCC2)c([N+](=O)[O-])c1)N1CCCC(C(F)(F)F)C1 (stereo not given)	1	-4	-8	-5	-4	2	1	0	1
CC(C)(C)c1ccc(OCCC(=O)OCC(=O)NC2CC2)cc1	9	-1	0	4	-2	-1	-3	0	-6
COc1ccc(C(=O)N[C@H](C(=O)NCCc2ccc3c(c2)OCCO3)C(C)C)cc1	0	-1	-4	14	-4	-1	1	5	0
CC(C)Cn1cc(F)c(=O)n(CC(C)C)c1=O	10	3	-2	-2	-11	-1	-11	-4	0
COc1ccc(OCC(=O)Nc2ccc(S(=O)(=O)N3CCCC3)cc2)cc1	7	-1	-3	6	-2	-6	-8	3	-8
COc1ccc(N2CCc3c(C)nc4c(OC)cc(OC)cc4c32)cc1	-435	3	6	1	11	-5	-5	5	2
COCCCNC(=O)c1cc2c(=O)n(C)c3ccccc3c2n1C	-45	2	-8	4	1	-1	19	-9	-19
CCC(=O)N/C(=N/c1nc(C)cc(C)n1)Nc1ccccc1	16	0	-1	0	0	2	-6	-4	0
O=C(Nc1ccc2ncccc2c1)c1ccccc1	19	0	-3	-6	-7	1	1	1	11
O=C(COC(=O)Cn1[nH]c(=O)c2ccccc2c1=O)Nc1c(Cl)cccc1C(F)(F)F	17	1	-9	-9	-2	-1	-3	10	-14
O=C(c1nn2c(C(F)(F)F)cc(-c3ccco3)nc2c1Br)N1CCCc2ccccc21	-58	-21	0	-17	2	-4	-11	-4	-17
CCOc1ccc(CNC(=S)N/N=C/c2cccnc2)cc1	15	1	0	-4	-1	1	5	4	0
COc1ccc(CC(=O)N2CC(C)CC(C)C2)cc1OC (stereo not given)	11	-5	2	1	-8	0	-19	2	10
O=C(NCCc1ccccc1)c1ccc(-c2ccc(F)cc2)o1	-7	1	-2	10	3	-1	9	5	8
CCn1c(/C=C/c2ccc(F)cc2)nc2ccccc2c1=O	-25	1	8	0	3	-2	5	-2	-22
Cc1cc(C)cc(N(CC(=O)N2CC=C(c3ccccc3)CC2)S(=O)(=O)c2c(C)noc2C)c1	10	8	2	-3	3	-8	12	12	6

Some of the entries so far, with two lines to a compound:
Sequence of screens: SENP8 block-1	SENP1 inh	SENP8 block-2	UBC13 polyUb	HKDC1 inhibitor	beta cell repl	PfGluPho inh	SENP7 inh	SENP6 inh
- Cc1cccc(NC(=O)NCCN2CCCCC2)c1
→ 9	-1	1	2	3	0	-11	-4	9
- O=C(c1ccc(N2CCOCC2)c([N+](=O)[O-])c1)N1CCCC(C(F)(F)F)C1 (stereo not given)
→ 1	-4	-8	-5	-4	2	1	0	1
- CC(C)(C)c1ccc(OCCC(=O)OCC(=O)NC2CC2)cc1
→ 9	-1	0	4	-2	-1	-3	0	-6
- COc1ccc(C(=O)N[C@H](C(=O)NCCc2ccc3c(c2)OCCO3)C(C)C)cc1
→ 0	-1	-4	14	-4	-1	1	5	0
- CC(C)Cn1cc(F)c(=O)n(CC(C)C)c1=O
→ 10	3	-2	-2	-11	-1	-11	-4	0
- COc1ccc(OCC(=O)Nc2ccc(S(=O)(=O)N3CCCC3)cc2)cc1
→ 7	-1	-3	6	-2	-6	-8	3	-8
- COc1ccc(N2CCc3c(C)nc4c(OC)cc(OC)cc4c32)cc1
→ -435	3	6	1	11	-5	-5	5	2
- COCCCNC(=O)c1cc2c(=O)n(C)c3ccccc3c2n1C
→ -45	2	-8	4	1	-1	19	-9	-19
- CCC(=O)N/C(=N/c1nc(C)cc(C)n1)Nc1ccccc1
→ 16	0	-1	0	0	2	-6	-4	0
- O=C(Nc1ccc2ncccc2c1)c1ccccc1
→ 19	0	-3	-6	-7	1	1	1	11
- O=C(COC(=O)Cn1[nH]c(=O)c2ccccc2c1=O)Nc1c(Cl)cccc1C(F)(F)F
→ 17	1	-9	-9	-2	-1	-3	10	-14
- O=C(c1nn2c(C(F)(F)F)cc(-c3ccco3)nc2c1Br)N1CCCc2ccccc21
→ -58	-21	0	-17	2	-4	-11	-4	-17
- CCOc1ccc(CNC(=S)N/N=C/c2cccnc2)cc1
→ 15	1	0	-4	-1	1	5	4	0
- COc1ccc(CC(=O)N2CC(C)CC(C)C2)cc1OC (stereo not given)
→ 11	-5	2	1	-8	0	-19	2	10

(continued)
SMILES	SENP8 block-1	SENP1 inh	SENP8 block-2	UBC13 polyUb	HKDC1 inhibitor	beta cell repl	PfGluPho inh	SENP7 inh	SENP6 inh
COc1ccc2[nH]c3c(N4CCc5ccccc5C4)ncnc3c2c1	-434	-1	-9	33	9	-4	31	-1	-15
CCOC(=O)C1CCCN(C(=O)c2ccc(-c3ccccc3Cl)o2)C1 (stereo not given)	7	1	·	·	3	·	-11	·	·
Cc1c(-c2ccc(O)cc2)nc2nc(-c3ccccc3)c(-c3ccccc3)nn12	·	·	-1	-12	·	-3	·	3	-7
CCc1ccc(C(=O)CSc2nc(C)cc(=O)[nH]2)cc1	6	-1	-12	2	-2	-1	-15	-14	-7
COc1ccc(NC(=O)/C=C/c2ccc(OC(F)F)cc2)cn1	8	1	-11	-10	9	-5	5	-8	2
Cc1ccc(S(=O)(=O)c2nnn3c2nc(N2CCC(C(N)=O)CC2)c2ccccc23)cc1	-32	2	-9	-10	0	-2	-10	18	-15
COc1cccc2c1Oc1ncccc1N(C(=O)CCC(=O)NCc1ccccc1Cl)C2	10	0	1	-1	-7	-1	-1	4	0
COc1ccc(CCNC(=O)Cn2cccc2C(=O)c2ccccc2)c(OC)c1	2	-2	-4	-5	-5	4	28	2	1
CN(C(=O)CSc1ncn[nH]1)C1(C#N)CCCCC1	0	0	4	6	-2	-3	-9	-4	-2
Cc1ccc(C(=O)N2CCN(c3ccccn3)CC2)cc1[N+](=O)[O-]	9	-1	-1	0	1	0	2	-1	13
CCN(CC(=O)NCc1cccs1)C(=O)c1cc(Br)ccc1O	9	0	-18	-7	-8	-4	-1	-7	-22
Cc1cc(C)n(CC(C)NC(=O)CCc2nnc(CCc3ccccc3)o2)n1 (stereo not given)	18	2	-1	9	3	0	10	1	10
Cc1ccc(-n2nc3c(c2NC(=O)c2c(-c4ccccc4Cl)noc2C)CS(=O)(=O)C3)c(C)c1	16	2	3	11	-5	-1	0	9	-2
O=C(CN1CCN(CC(=O)Nc2ccc(-c3ccccc3)cc2)CC1)Nc1ccc(F)cc1	-1	-3	-2	-1	-7	0	3	-7	-16

High-throughput results (PubChem)
